# Screens: PubChem, several laboratories
# OPRM1-OPRD1 inv: inverse agonists of human mu-delta opioid receptor heterodimerization. actives 0.21% (n = 340,000). P35372+P41143. cell-based MOR-DOR heterodimer luminescence, inverse agonism. AID 504357. inhibition, % at 9.3 µM; in the data active = inhibition above about 22%, passing the limit was not always enough;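 also: 0% = cells with DMSO and 100% = wells without cells with DMSO; values of inactives mirror those of a sister screen read the other way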
# E coli growth: counter-screen for AddAB inhibitors: E. coli growth inhibition | actives 0.27% (n = 330,000) | AID 449728 | E. coli V3065 growth, OD600 absorbance, 18 h | inhibition, % at 11.9 µM;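 active = inhibition above the campaign's mean inhibition across all tested compounds plus 3 SD, cut at about 9.9% in these data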;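 also: uninfected addAB+ strain grown without phage in ampicillin broth; 0% = DMSO wells and 100% = ciprofloxacin 0.95 µg/ml wells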
# PKA-R1A activ: PKA-R1A complex activation; P00514+P68181; activation, % at 11.4 µM; AID 504707; actives 0.083% (n = 340,000); PKA-R1A dissociation, Cy5-IP20 fluorescence polarization; scaled: DMSO 0%, 113 µM cGMP 100%;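 active = percent activation above the mean of all tested compounds plus 3 SD, cut at about 19% in these data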;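 also: higher means more PKAc released from R1A so a rise in polarization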
# phage Ecoli inh: E. coli growth loss with phage present; actives 0.26% (n = 360,000); growth absorbance; inhibition, % at 11.9 µM; in the data active = inhibition above about 11%
# SUMO Mot1 rescue: SUMOylation pathway inhibition by Mot1-301 growth rescue; S. cerevisiae Mot1-301 growth rescue, ATP luminescence, 38.5C; percent above DMSO median, 100 means doubled; growth rescue, % at 18.8 µM; actives 1% (n = 320,000);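 active = every valid replicate shows activation above 250% relative to neutral control wells; inactive = the rest, any valid replicate at or below 250%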;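 also: OY570 slx delta 5 strain wells were the positive control but not used for scaling; some compounds called inactive have numbers as strong as hits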
# HTR5A ag: HTR5A agonism, opioid heterodimer counter-screen; P47898; HTR5A agonist assay, luminescence, cell-based; activation, % at 9.3 µM; actives 0.61% (n = 340,000); AID 504692; in the data active = activation mostly above about 9.5%, no sharp cut-off; inactive = mostly below about 7.6%;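 also: 0% = cells with vehicle only and 100% = reference agonist; strong numbers were not always called active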
# PfHsp90 set2: growth inhibition of yeast expressing Plasmodium Hsp90; actives 0.32% (n = 310,000); S. cerevisiae expressing PfHsp90, BacTiter-Glo ATP, 48 h; yeast lacking PDR1 and PDR3 efflux regulators; inhibition, % at 9.4 µM; AID 504621;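 active = every replicate shows inhibition above about 80%, whatever the replicate mean, limit read from the data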;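 also: 0% = DMSO neutral controls and 100% = 20 µM radicicol positive controls; yeast relying on Plasmodium falciparum Hsp90 in place of its own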
# AddAB inh: less growth of phage-infected E. coli with AddAB | E. coli expressing H. pylori AddAB, absorbance growth | inhibition, % at 11.9 µM | actives 0.29% (n = 330,000) | AID 435030; in the data active = inhibition above about 12%;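 also: 0% = vehicle wells of infected cells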
# MOR-DOR ag: OPRM1-OPRD1 heterodimerization agonism. P35372+P41143. cells, luminescence. activation, % at 9.3 µM. actives 0.3% (n = 340,000); in the data active = activation above about 18%;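 also: 0% = vehicle-treated cells and 100% = reference agonist; values of inactives mirror those of a sister screen read the other way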
# HTR5A inv ag: HTR5A inverse agonism, opioid heterodimer counter-screen; actives 0.083% (n = 340,000); HTR5A cell line, luminescence; inhibition, % at 9.3 µM; AID 504634; in the data active = inhibition mostly above about 23%, no sharp cut-off; inactive = mostly below about 18%;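 also: 0% = cells with DMSO and 100% = no-cell wells with DMSO; some compounds called inactive have numbers as strong as hits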
# Pemphigus Ab inh: human desmoglein-3 autoantibody binding inhibition; P32926; DSG3-coupled beads, scFv-anti-DSG3-GFP binding, flow cytometry; hits give low values; binding (percent of control), % at 10 µM; actives 0.48% (n = 310,000); AID 588358;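 active = binding more than 3 SD below its plate's average and above zero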;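 also: hits lower antibody fragment binding to DSG3; some compounds called inactive have numbers as strong as hits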
# Target sequence (P32926 whole entry, looked up, the tested form may be a part): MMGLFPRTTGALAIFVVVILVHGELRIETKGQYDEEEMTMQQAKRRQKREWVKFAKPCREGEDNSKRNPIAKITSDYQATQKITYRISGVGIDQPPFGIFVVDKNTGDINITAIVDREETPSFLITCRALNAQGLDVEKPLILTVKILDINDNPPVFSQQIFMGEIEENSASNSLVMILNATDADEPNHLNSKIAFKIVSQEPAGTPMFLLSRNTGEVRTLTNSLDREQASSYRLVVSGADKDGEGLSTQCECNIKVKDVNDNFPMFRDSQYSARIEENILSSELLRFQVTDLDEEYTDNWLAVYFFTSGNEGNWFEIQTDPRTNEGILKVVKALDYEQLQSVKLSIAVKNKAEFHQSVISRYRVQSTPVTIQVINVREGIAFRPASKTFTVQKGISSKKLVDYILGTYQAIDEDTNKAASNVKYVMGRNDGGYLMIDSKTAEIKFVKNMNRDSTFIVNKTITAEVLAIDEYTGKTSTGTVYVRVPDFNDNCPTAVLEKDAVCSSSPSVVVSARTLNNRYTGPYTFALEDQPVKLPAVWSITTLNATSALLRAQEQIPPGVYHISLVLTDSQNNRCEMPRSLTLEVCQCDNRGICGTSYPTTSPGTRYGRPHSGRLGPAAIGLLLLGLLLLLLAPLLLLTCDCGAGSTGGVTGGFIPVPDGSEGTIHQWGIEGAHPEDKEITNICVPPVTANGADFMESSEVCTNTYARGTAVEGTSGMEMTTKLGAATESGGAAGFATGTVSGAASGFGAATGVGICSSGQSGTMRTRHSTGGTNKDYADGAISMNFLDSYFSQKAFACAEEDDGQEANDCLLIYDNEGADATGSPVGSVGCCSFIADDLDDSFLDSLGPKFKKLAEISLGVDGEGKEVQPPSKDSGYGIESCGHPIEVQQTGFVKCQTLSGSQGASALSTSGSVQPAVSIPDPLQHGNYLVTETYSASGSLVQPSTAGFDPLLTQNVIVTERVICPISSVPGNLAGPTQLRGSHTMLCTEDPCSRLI
# An asterisk follows results filed as active; · = not tested or not shown.
cpd	SMILES	OPRM1-OPRD1 inv	E coli growth	PKA-R1A activ	phage Ecoli inh	SUMO Mot1 rescue	HTR5A ag
1	C#Cc1ccc(CN2CCC(Oc3cc(C(=O)NC4CC4)ccc3OC)CC2)cc1	-12	·	2	1.7	·	0
2	CCCCCc1ccc(C(=O)CCCC)c(=S)[nH]1	7	-3.0	-2	0.7	2	29*
3	CC(C)[C@H](NC(=O)[C@@H]1Cc2ccccc2CN1)C(=O)Nc1ccc2c(c1)OCO2	-6	-4.6	6	0.5	-3	8
4	CCCc1nnc(NC(=O)CCC(=O)N2CCN(Cc3ccc(C)cc3C)CC2)s1	-6	-0.8	3	3.7	0	4
5	O=C(NCc1ccco1)C1CCN(S(=O)(=O)N2CCC3(CC2)OCCO3)CC1	3	-0.1	-9	-0.6	250	1
6	COc1cc(/C=N/n2nnnc2N)ccc1OCC(N)=O	14	0.0	0	·	-5	-2
7	Cc1cc(C(=O)CN2C(=O)NC(C)(CC(C)C)C2=O)c(C)n1-c1ccc2c(c1)OCO2 (stereo unspecified)	6	-3.4	-5	2.0	-2	-5
8	O=C(/C=C/c1cccs1)Nc1cccc(NC(=O)/C=C/c2cccs2)n1	-21	-0.3	-8	0.9	170	9
9	Cc1cc(C)n(-c2ccc(Cl)c(C(=O)NCc3ccccc3)n2)n1	7	1.4	6	3.0	-8	-1
10	Cc1cc(C)nc(NS(=O)(=O)c2ccc(NS(=O)(=O)c3ccccc3)cc2)n1	4	-4.4	5	1.6	-10	-4
11	Cc1cc(C(N)=O)c2cc(Br)ccc2n1	13	-1.0	2	1.9	6	-4
12	Cc1c(NC(=S)NNC(=O)CCC(=O)O)c(=O)n(-c2ccccc2)n1C	15	2.2	-9	0.6	-3	4
13	CCC(=O)c1ccc(N2CCN(C(=O)c3ccccc3F)CC2)c(F)c1	3	-1.3	4	4.7	4	-3
14	CC1CN(C(=O)/C=C/c2cccc([N+](=O)[O-])c2)CC(C)O1 (stereo unspecified)	12	-0.5	1	2.0	1	3
15	COc1cc2c(cc1OC)[C@@H](NC(=O)Cc1ccc(F)cc1)[C@H](OCc1ccccc1)C2	20	1.6	-16	1.7	·	0

cpd	PfHsp90 set2	AddAB inh	MOR-DOR ag	HTR5A inv ag	Pemphigus Ab inh
1	6	·	2.4	-1	106
2	-17	-0.2	-1.6	-130	100
3	-10	3.1	1.0	-1	99
4	-10	1.4	1.2	2	103
5	7	-1.5	-0.5	-15	108
6	7	-0.8	-2.8	9	122
7	23	3.8	-1.4	-10	99
8	-16	0.8	4.2	8	81
9	-2	2.5	-1.4	1	97
10	6	0.8	-0.7	2	103
11	-4	3.8	-2.5	-22	97
12	-6	2.3	-3.0	8	90
13	-1	-1.2	-0.5	8	100
14	-10	3.4	-2.4	-7	92
15	5	-0.4	-3.9	1	105

# Taken from above:
# cpd 6 in OPRM1-OPRD1 inv shows 14
# cpd 1 in PKA-R1A activ shows 2
# cpd 5 in HTR5A inv ag shows -15
# cpd 15 in HTR5A ag shows 0
# cpd 9 in E coli growth shows 1.4

# Other structures
cpd	SMILES	OPRM1-OPRD1 inv	E coli growth	PKA-R1A activ	phage Ecoli inh	SUMO Mot1 rescue	HTR5A ag
16	CC(=O)c1cc(CN2CCC(N3CCC(C(=O)NC(C)C)CC3)CC2)cs1	-1	-0.1	-11	1.5	-13	1
17	CC(=O)NC(CC(=O)OCC(=O)N1c2ccccc2NC(=O)C1(C)C)c1ccccc1 (stereo unspecified)	11	0.0	7	2.1	7	-3
18	COc1ccc(S(=O)(=O)NC2CCSc3ccccc32)cc1OC (stereo unspecified)	-14	0.9	6	-0.6	202	-2
19	Fc1ccccc1CCNc1c2c(nc3ncnn13)CCCC2	-10	1.5	-7	5.9	11	11
20	COc1cc(C2C(C#N)=C(N)Oc3cc(C)oc(=O)c32)cc(OC)c1OC (stereo unspecified)	14	-2.9	7	1.1	29	0
21	CN1CCN(NC(=O)c2cc([N+](=O)[O-])cc([N+](=O)[O-])c2)CC1	-23	0.7	-8	3.0	-18	3
22	Cc1cc(=O)oc2c(CN3CCOCC3)c(O)ccc12	13	·	0	1.9	·	5
23	CC(C)[C@H](NC(=O)c1ccccc1)C(=O)OCC(=O)c1ccc2c(c1)NC(=O)CO2	-6	-1.6	3	3.3	·	2
24	COc1ccccc1-c1cc(C(=O)Nc2cc(C)n(Cc3ccc(Cl)cc3)n2)no1	1	3.1	-1	2.4	-18	6
25	CC(=O)N/C(=N/c1nc(C)cc(C)n1)Nc1cccc(C)c1	7	-4.8	-1	3.0	2	1
26	CCN(C(=O)CN1C(=O)S/C(=C\C=C\c2ccccc2)C1=O)C1CCS(=O)(=O)C1 (stereo unspecified)	3	0.9	4	3.0	107	-3
27	O=C(N/N=C/c1ccco1)c1ccc(C(=O)N/N=C/c2ccco2)o1	-18	1.4	9	3.1	-21	-4
28	CCCCNC(=S)NC(C)(C)CO	11	2.5	-9	5.1	-11	-7
29	CC(C)(C)N(Cc1ccccc1)C(=O)COC(=O)C1=NN(c2ccccc2)C(=O)CC1	10	·	-10	1.9	·	4
30	CC1=CC(C)(C)Nc2ccc(OC(=O)CN3C(=O)c4cccc5cccc(c45)C3=O)cc21	3	2.1	0	3.4	-7	2

cpd	PfHsp90 set2	AddAB inh	MOR-DOR ag	HTR5A inv ag	Pemphigus Ab inh
16	17	1.3	0.1	2	107
17	26	3.1	-2.0	11	102
18	17	2.6	2.7	-14	111
19	-23	1.6	1.8	-25	100
20	15	-2.6	-2.9	0	·
21	22	-0.5	4.3	-8	99
22	-12	·	-2.4	-14	88
23	-23	0.0	1.2	-12	103
24	·	2.9	-0.1	-23	97
25	18	-1.5	-1.3	-5	97
26	-14	-0.3	-0.6	13	109
27	-8	-2.4	2.5	11	91
28	12	1.8	-1.6	19	95
29	-18	·	-1.6	-22	101
30	-13	4.2	-0.7	0	107

# Complete entries, looked up by structure:
# `CC(C)[C@H](NC(=O)c1ccccc1)C(=O)OCC(=O)c1ccc2c(c1)NC(=O)CO2` in the list: OPRM1-OPRD1 inv: -6; E coli growth: -1.6; PKA-R1A activ: 3; phage Ecoli inh: 3.3; SUMO Mot1 rescue: ·; HTR5A ag: 2; PfHsp90 set2: -23; AddAB inh: 0.0; MOR-DOR ag: 1.2; HTR5A inv ag: -12; Pemphigus Ab inh: 103
# `CC(=O)NC(CC(=O)OCC(=O)N1c2ccccc2NC(=O)C1(C)C)c1ccccc1` (stereo unspecified) in the list: OPRM1-OPRD1 inv: 11; E coli growth: 0.0; PKA-R1A activ: 7; phage Ecoli inh: 2.1; SUMO Mot1 rescue: 7; HTR5A ag: -3; PfHsp90 set2: 26; AddAB inh: 3.1; MOR-DOR ag: -2.0; HTR5A inv ag: 11; Pemphigus Ab inh: 102

# (list continues)
cpd	SMILES	OPRM1-OPRD1 inv	E coli growth	PKA-R1A activ	phage Ecoli inh	SUMO Mot1 rescue	HTR5A ag
31	O=C(CSc1nc2ccccc2c(=O)[nH]1)c1ccc(O)cc1O	-21	·	-15	3.6	·	16*
32	Cc1ccc(-c2nn3c(C)nnc3s2)cc1NC(=O)c1cccnc1	5	-0.6	-4	-2.2	407	0
33	CCCCN1C(=O)c2ccc(C(=O)NCc3ccco3)cc2C1=O	13	1.4	-2	4.0	7	-1
34	CN(C(=O)c1ccccc1Cl)c1ccccc1C(=O)NCCc1ccccc1	12	2.6	-7	0.2	262	2
35	CN(C)c1ccc(/C(=N\O)c2ccccc2)cc1	12	1.1	-4	1.6	-8	6
36	O=C(CNC(=O)c1ccc([N+](=O)[O-])cc1)c1ccccc1	-8	0.8	3	·	-2	2
37	O=C(/C=C/c1ccc(S(=O)(=O)N2CCOCC2)cc1)NC(=S)Nc1ccc(N2CCOCC2)cc1	9	-0.2	-7	4.1	-8	-1
38	C=CCNc1nc(N)c(C(=O)Nc2cc(C)on2)s1	15	-0.8	-7	0.6	-9	-2
39	N#Cc1c(CSCC(=O)O)cc(=O)n2c1[nH]c1ccccc12	11	3.9	1	1.4	-7	-4
40	Cc1cc(N2CCOCC2)n2nc(C)c(-c3ccccc3Cl)c2n1	-5	·	4	2.5	495	2
41	Cc1cccc(NC(=O)c2cc3cc([N+](=O)[O-])ccc3s2)n1	-1	0.9	-13	0.3	22	0
42	CCCCN1C(=O)C(O)(CC(=O)c2ccccn2)c2ccccc21 (stereo unspecified)	14	-1.4	-8	2.4	-8	-2
43	COc1ccc(CP(=O)(c2ccccc2)c2ccccc2)cc1	14	0.7	-2	3.9	5	1
44	COC(c1ccccc1)c1nnc(CCC(=O)N(C)C(C2CC2)C2CC2)o1 (stereo unspecified)	15	-0.9	-5	1.0	-9	4
45	CCC(C)NC(=O)C(=O)NCc1ccccn1 (stereo unspecified)	15	-0.6	-1	4.1	4	1

cpd	PfHsp90 set2	AddAB inh	MOR-DOR ag	HTR5A inv ag	Pemphigus Ab inh
31	28	·	4.0	-5	104
32	·	3.6	-0.9	23	107
33	12	1.1	-2.3	20	103
34	21	-0.9	-3.5	6	106
35	-8	1.7	-2.3	-21	100
36	-4	2.7	1.5	-18	97
37	12	-0.1	-1.8	-14	116
38	14	0.3	-2.7	4	97
39	-30	2.5	-2.0	1	99
40	7	·	1.1	-9	101
41	-2	-1.9	0.2	-8	104
42	12	3.0	-2.8	4	91
43	-3	1.8	-3.0	-4	97
44	-8	-1.8	-2.3	-11	84
45	-17	-0.5	-2.9	-4	97

# The results go on.
cpd	SMILES	OPRM1-OPRD1 inv	E coli growth	PKA-R1A activ	phage Ecoli inh	SUMO Mot1 rescue	HTR5A ag
46	COc1ccc(OC)c(Nc2nc(N)c([N+](=O)[O-])c(N3CCOCC3)n2)c1	5	1.5	-6	2.1	3	-1
47	Cc1ccc(S(=O)(=O)O)c(C)c1N1CCCC1=O	10	-1.3	1	0.2	-9	7
48	CCc1ccccc1N1CSC2=C(C#N)C(c3ccccc3F)CC(=O)N2C1 (stereo unspecified)	1	0.3	-4	3.5	-26	4
49	Cc1cc(NC(=O)COC(=O)C2CCC2)no1	23	0.2	-3	0.7	-19	0
50	O=C(O)c1cccc(Sc2cc(Cl)ccc2C(=O)O)c1	17	-0.3	4	1.4	27	-1
51	O=C1CSC(c2cccc([N+](=O)[O-])c2)N1CCN1CCCCC1 (stereo unspecified)	-10	0.5	-3	4.3	42	3
52	CCCC(=O)N1CCc2cc(OC)c(OC)cc2C1c1cc2cc3c(cc2[nH]c1=O)OCO3 (stereo unspecified)	4	-0.7	-3	-0.3	9	2
53	Cc1cc(NCCN(C)C)n2nc(-c3cccs3)cc2n1	13	-1.4	3	1.7	7	0
54	CCOC(=O)[C@@H]1[C@H]2COc3cc(OC)ccc3[C@@H]2N2C(=O)N(c3ccc(Br)cc3)C(=O)[C@]12C	-18	-1.3	3	-0.6	-4	0

cpd	PfHsp90 set2	AddAB inh	MOR-DOR ag	HTR5A inv ag	Pemphigus Ab inh
46	-4	-0.5	-1.2	5	·
47	4	2.1	-2.3	1	103
48	11	1.3	-0.1	-22	88
49	-21	3.3	-4.5	2	85
50	-6	3.9	-2.9	7	100
51	·	0.9	1.4	-7	91
52	30	-0.2	-0.6	-12	115
53	-19	-1.5	-2.3	-7	107
54	-15	-1.3	3.3	-21	101

# This is a random part of the collection; 3.2% or so of the library scored in one or more.
